Assay outcomes from PubChem BioAssay.
NPR2 activator: human GC-B receptor activators, primary screen, HEK293 GC-B cells, cGMP TR-FRET, EC30 CNP. Atrial natriuretic peptide receptor 2 (Homo sapiens), P20594. 0% at EC30 CNP, 100% saturating CNP. activation, % at 10 µM. hit rate 0.11% among 370,000. AID 1920062, 2024;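 active = activation at 10 µM reaching about 35% in either raw or pattern-adjusted values, limit read from the data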
HGIII-sPLA2 inh: human group III sPLA2 inhibitors, primary screen, biochemical, QFRET, BODIPY PC-A2 liposome substrate. Group 3 secretory phospholipase A2 (Homo sapiens), Q9NZ20. QFRET BODIPY PC-A2 liposome hydrolysis, fluorescence. inhibition, % at 12.2 µM. hit rate 0.56% among 370,000. AID 743126, 2013;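 active = inhibition above mean plus 3 SD of compounds lying within the high and low control bounds, cut at about 19% in these data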;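 note: 0% = median of test compound wells and 100% = no enzyme DMSO wells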
DAX1 inh-1: DAX1 (NR0B1) inhibitors on StAR promoter, primary screen, cell-based, luminescence, SF-1 (NR5A1), full-length DAX-1. hit rate 1.1% among 370,000. inhibition, % at 6.8 µM. AID 652010, 2013. HEK293T StAR-luciferase reporter, SF-1/DAX-1 repression relief;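 active = inhibition above the mean over all tested compounds plus 3 SD, cut at about 3.6% in these data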;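 note: 0% = DAX-1 cells with DMSO and 100% = cells lacking DAX-1 with DMSO; higher inhibition means more luminescence from relief of DAX-1 repression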
NPR1 activator: GC-A stimulated cGMP production enhancers – HEK293 GC-A cells, cGMP TR-FRET, EC30 ANP, primary screen; Atrial natriuretic peptide receptor 1 (Homo sapiens), P16066; 0% at EC30 ANP, 100% saturating ANP; activation, % at 10 µM; hit rate 0.14% among 370,000; AID 1671463, 2021; in the data active = activation above about 40%
Target sequence (P16066 whole entry, looked up): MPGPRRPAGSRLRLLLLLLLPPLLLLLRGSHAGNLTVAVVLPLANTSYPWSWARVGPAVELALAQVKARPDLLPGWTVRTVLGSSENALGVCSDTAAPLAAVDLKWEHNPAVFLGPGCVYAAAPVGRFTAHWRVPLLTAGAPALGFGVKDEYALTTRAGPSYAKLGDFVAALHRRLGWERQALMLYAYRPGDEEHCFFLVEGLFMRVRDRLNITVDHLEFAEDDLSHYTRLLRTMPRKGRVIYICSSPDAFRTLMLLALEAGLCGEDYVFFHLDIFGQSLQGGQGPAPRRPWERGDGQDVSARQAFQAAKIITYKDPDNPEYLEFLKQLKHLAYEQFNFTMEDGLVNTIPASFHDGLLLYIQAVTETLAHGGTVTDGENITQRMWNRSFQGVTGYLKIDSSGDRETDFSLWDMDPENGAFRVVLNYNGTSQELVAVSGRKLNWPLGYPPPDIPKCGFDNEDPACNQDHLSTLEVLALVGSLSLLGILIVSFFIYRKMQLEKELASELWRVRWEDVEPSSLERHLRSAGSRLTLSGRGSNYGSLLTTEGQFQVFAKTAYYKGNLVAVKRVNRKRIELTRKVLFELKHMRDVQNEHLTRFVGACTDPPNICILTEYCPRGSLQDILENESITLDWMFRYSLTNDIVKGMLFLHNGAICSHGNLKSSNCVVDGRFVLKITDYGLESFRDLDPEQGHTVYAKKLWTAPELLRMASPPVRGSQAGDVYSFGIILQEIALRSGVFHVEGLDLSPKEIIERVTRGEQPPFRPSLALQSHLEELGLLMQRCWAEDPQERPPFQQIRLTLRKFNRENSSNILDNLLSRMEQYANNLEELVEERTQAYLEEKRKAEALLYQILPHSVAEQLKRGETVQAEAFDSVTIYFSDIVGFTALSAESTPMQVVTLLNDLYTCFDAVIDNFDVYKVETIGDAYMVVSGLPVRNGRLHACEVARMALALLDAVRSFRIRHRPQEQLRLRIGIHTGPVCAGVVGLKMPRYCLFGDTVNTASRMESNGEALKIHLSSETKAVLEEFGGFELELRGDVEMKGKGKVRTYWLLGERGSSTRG
GAA850 FXN act: FXN promoter activators, primary screen, cell-based, luciferase luminescence, HEK293 lucGAA850; AID 540364, 2011; activation, % at 6 µM; hit rate 0.56% among 360,000; HEK293 lucGAA850 FXN promoter luciferase reporter, 24 h; percent of 10 µM SAHA response;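 active = activation above the average of all compounds screened plus 3 SD, cutoff fixed separately per campaign, cut at about 7.5% in these data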;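 note: 0% = DMSO wells and 100% = 10 µM SAHA wells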
hcDAF-12 act: H. contortus DAF-12 nuclear receptor activators, primary screen, cell-based, luminescence, HEK293, lit1-tk-luc reporter; activation, % at 6.8 µM; AID 652067, 2013; hit rate 1.4% among 370,000; HEK293 hcDAF-12 lit1-tk-luc reporter; 0% DMSO, 100% Δ7-dafachronic acid;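 active = activation above the mean of all tested compounds plus 3 SD, cut at about 5.5% in these data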;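 note: 100% = response to 3 µM Δ7-dafachronic acid high control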
DAX1 inh-2: DAX1 (NR0B1) inhibitors, primary screen, cell-based, HEK293, Gal4-DAX1, luciferase luminescence; hit rate 0.99% among 340,000; AID 504766, 2011; inhibition, % at 6.75 µM; Nuclear receptor subfamily 0 group B member 1 (Homo sapiens), P51843; HEK293 Gal4-DAX1 luciferase reporter;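 active = inhibition above the mean over all tested compounds plus 3 SD, cut at about 4.2% in these data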;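 note: 0% = DAX1-transfected cells with DMSO and 100% = empty-vector control cells with DMSO; inhibition shows as a rise in luminescence from relieved DAX1 repression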
ssDAF12 agonist: S. stercoralis DAF-12 nuclear receptor activators, primary screen, cell-based, luminescence, HEK293, GRIP1 co-expression, lit1-tk-luc. Nuclear hormone receptor DAF-12 (Strongyloides stercoralis). HEK293 ssDAF-12/GRIP1 lit1-tk-luc reporter; % of 3 µM dafachronic acid response. activation, % at 6.8 µM. hit rate 1% among 370,000;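 active = activation above the mean over all tested compounds plus 3 SD, cut at about 0.9% in these data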;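 note: 0% = DMSO-only wells and 100% = 3 µM delta7-dafachronic acid wells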
hgDAF-12 ag: H. glycines DAF-12 receptor agonists, primary screen, cell-based, luminescence, HEK293, GAL4 fusion, UAS-luciferase; activation, % at 6.8 µM; hit rate 1.8% among 370,000; HEK293 GAL4-hgDAF12 UAS-luciferase reporter, agonist luminescence; normalized to butyrate control; AID 687014, 2013;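 active = activation above a cutoff set at the mean of all screened compounds plus 3 SD, cut at about 10% in these data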;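 note: 0% = DMSO wells and 100% = sodium butyrate wells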
SMARCA2 act: SMARCA2 (BRM) function activators, primary screen, cell-based, luminescence, high throughput. MG213 cells, MMTV-luciferase reporter, dexamethasone, overnight. activation, % at 9.1 µM. hit rate 1% among 370,000. AID 652017, 2013; in the data active = activation above about 7.8%;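 note: 0% = vehicle wells and 100% = reference activator wells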
KLK7 zymogen act: proKLK7 zymogen activators, primary screen, biochemical, fluorescence intensity. AID 652039, 2013. purified proKLK7, EDANS-DABCYL substrate fluorescence; 100% is mature enzyme control, 0% vehicle. activation, % at 7 µM. Kallikrein-7 (Homo sapiens), P49862. hit rate 0.9% among 370,000;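 active = activation above the mean of all tested compounds plus 3 SD, computed per campaign excluding outliers beyond control limits, cut at about 13% in these data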
* = called active by the depositor.

How did CN(C)C(=O)N1CCC(C(=O)N2CCCC(C(=O)c3ccc(C(C)(C)C)cc3)C2)CC1 (configuration not stated) do in these assays?
NPR2 activator: -2; HGIII-sPLA2 inh: -3; DAX1 inh-1: -1.0; NPR1 activator: 0; GAA850 FXN act: 0.1; hcDAF-12 act: -5.2; DAX1 inh-2: -1.8; ssDAF12 agonist: -2.5; hgDAF-12 ag: -4.5; SMARCA2 act: -1; KLK7 zymogen act: -0.1

What do the screens show for `COc1ccccc1NCCC#N`?
NPR2 activator: 3; HGIII-sPLA2 inh: -3; DAX1 inh-1: 0.3; NPR1 activator: 4; GAA850 FXN act: 0.4; hcDAF-12 act: 0.2; DAX1 inh-2: 0.6; ssDAF12 agonist: -0.9; hgDAF-12 ag: 1.3; SMARCA2 act: 0; KLK7 zymogen act: -1.6

How did Cc1ccc(NC(=S)N2CCC(O)CC2)c(C)c1 do in these assays?
NPR2 activator: 10; HGIII-sPLA2 inh: 0; DAX1 inh-1: -0.8; NPR1 activator: 3; GAA850 FXN act: 3.5; hcDAF-12 act: -1.6; DAX1 inh-2: 0.5; ssDAF12 agonist: -0.8; hgDAF-12 ag: 1.4; SMARCA2 act: -3; KLK7 zymogen act: -0.2

What do the screens show for `COC(=O)c1c(NC(=O)/C=C/c2ccc3c(c2)OCO3)sc(C)c1C`?
NPR2 activator: -4; HGIII-sPLA2 inh: 10; DAX1 inh-1: 0.4; NPR1 activator: -4; GAA850 FXN act: 3.0; hcDAF-12 act: 0.1; DAX1 inh-2: -1.3; ssDAF12 agonist: -1.0; hgDAF-12 ag: 2.1; SMARCA2 act: -3; KLK7 zymogen act: -0.3

What do the screens show for `CCC(C)c1ccccc1NC(=O)c1cccnc1` (configuration not stated)?
NPR2 activator: -9; HGIII-sPLA2 inh: -4; DAX1 inh-1: -0.3; NPR1 activator: 2; GAA850 FXN act: 0.6; hcDAF-12 act: -1.4; DAX1 inh-2: 1.2; ssDAF12 agonist: -1.4; hgDAF-12 ag: -0.1; SMARCA2 act: -1; KLK7 zymogen act: -0.2

Results for O=C(NNC(=O)c1ccccc1F)C1=NN(c2ccccc2)C(=O)CC1 ?
NPR2 activator: 1; HGIII-sPLA2 inh: 6; DAX1 inh-1: 2.4; NPR1 activator: 0; GAA850 FXN act: 1.3; hcDAF-12 act: -0.8; DAX1 inh-2: 0.2; ssDAF12 agonist: -0.5; hgDAF-12 ag: 1.7; SMARCA2 act: -1; KLK7 zymogen act: 0.7

Results for Cc1onc(-c2ccccc2Cl)c1C(=O)NCc1nc(-c2ccccc2)no1 ?
NPR2 activator: -17; HGIII-sPLA2 inh: -10; DAX1 inh-1: -2.2; NPR1 activator: 0; GAA850 FXN act: -0.9; hcDAF-12 act: -2.6; DAX1 inh-2: -1.1; ssDAF12 agonist: -1.7; hgDAF-12 ag: -2.2; SMARCA2 act: -1; KLK7 zymogen act: 0.3

How did CC1(C(=O)NCCC#N)CCN1C(=O)CC(c1ccccc1)c1ccccc1 (configuration not stated) do in these assays?
NPR2 activator: -1; HGIII-sPLA2 inh: 0; DAX1 inh-1: 2.1; NPR1 activator: 0; GAA850 FXN act: 1.3; hcDAF-12 act: 1.2; ssDAF12 agonist: -1.4; hgDAF-12 ag: -0.6; SMARCA2 act: 0; KLK7 zymogen act: 0.3

Results for CC1=CC(C)(C)NC(=S)N1c1ccc(C)cc1 ?
NPR2 activator: 3; HGIII-sPLA2 inh: 7; DAX1 inh-1: -0.6; NPR1 activator: 4; GAA850 FXN act: -2.6; hcDAF-12 act: -1.1; DAX1 inh-2: 0.5; ssDAF12 agonist: -0.7; hgDAF-12 ag: -2.7; SMARCA2 act: -2; KLK7 zymogen act: -0.1

How did COc1cccc(N(C(=O)c2ccco2)C(C(=O)NC2CCCC2)c2ccc(N3CCOCC3)cc2)c1 (configuration not stated) do in these assays?
NPR2 activator: 6; HGIII-sPLA2 inh: 15; DAX1 inh-1: -0.2; NPR1 activator: -6; GAA850 FXN act: 0.4; hcDAF-12 act: -0.7; DAX1 inh-2: 1.5; ssDAF12 agonist: -0.7; hgDAF-12 ag: -2.3; SMARCA2 act: 3; KLK7 zymogen act: 0.0

How did COc1ccc(CSc2nc(O)cc(=O)n2CC(C)C)cc1F do in these assays?
NPR2 activator: 1; HGIII-sPLA2 inh: -2; DAX1 inh-1: -0.1; NPR1 activator: -2; GAA850 FXN act: -2.1; hcDAF-12 act: -1.6; DAX1 inh-2: -0.2; ssDAF12 agonist: -1.3; hgDAF-12 ag: -0.2; SMARCA2 act: 3; KLK7 zymogen act: -0.2

What do the screens show for `CCOc1ccc(NC(=O)COC(=O)CCN2C(=O)C3CC=CCC3C2=O)cc1OCC` (configuration not stated)?
NPR2 activator: 1; HGIII-sPLA2 inh: -1; DAX1 inh-1: -0.2; NPR1 activator: 0; GAA850 FXN act: 1.3; hcDAF-12 act: -1.6; DAX1 inh-2: 0.5; ssDAF12 agonist: -1.3; hgDAF-12 ag: -0.5; SMARCA2 act: -1; KLK7 zymogen act: 0.5

How did FC(F)(F)c1cccc(N2CCCCC2)c1 do in these assays?
NPR2 activator: -2; HGIII-sPLA2 inh: 0; DAX1 inh-1: 0.0; NPR1 activator: 6; hcDAF-12 act: -1.7; ssDAF12 agonist: -0.6; hgDAF-12 ag: 0.9; SMARCA2 act: -1; KLK7 zymogen act: 0.4

Results for Clc1cccc(N/N=C/c2ccncc2)c1 ?
NPR2 activator: -5; HGIII-sPLA2 inh: -6; DAX1 inh-1: 0.4; NPR1 activator: -8; GAA850 FXN act: 0.8; hcDAF-12 act: -0.9; DAX1 inh-2: -1.3; ssDAF12 agonist: -0.1; hgDAF-12 ag: 8.7; SMARCA2 act: 1; KLK7 zymogen act: 0.1

What do the screens show for `O=[N+]([O-])c1ccc2oc(C(O)c3cccc(Cl)c3)cc2c1` (configuration not stated)?
NPR2 activator: 0; HGIII-sPLA2 inh: -11; DAX1 inh-1: -0.3; NPR1 activator: 11; GAA850 FXN act: 1.8; hcDAF-12 act: -2.2; DAX1 inh-2: 0.2; ssDAF12 agonist: -1.4; hgDAF-12 ag: 1.4; SMARCA2 act: -3; KLK7 zymogen act: -0.4

How did C[C@@H]1CN([C@H](C)CO)C(=O)c2c(c3ccccc3n2C)-c2ccccc2CO[C@H]1CN(C)C(=O)NC1CCCCC1 do in these assays?
NPR2 activator: 5; HGIII-sPLA2 inh: -8; DAX1 inh-1: -1.2; NPR1 activator: 0; GAA850 FXN act: -4.9; hcDAF-12 act: -0.2; DAX1 inh-2: 1.2; ssDAF12 agonist: -1.7; hgDAF-12 ag: -1.8; SMARCA2 act: -1; KLK7 zymogen act: -0.1

How did CCC(c1nc2ccccc2[nH]1)n1c(C)nc2ccccc21 (configuration not stated) do in these assays?
NPR2 activator: -20; HGIII-sPLA2 inh: -4; DAX1 inh-1: -1.2; NPR1 activator: -22; hcDAF-12 act: -1.2; ssDAF12 agonist: -0.9; hgDAF-12 ag: -2.3; SMARCA2 act: 2; KLK7 zymogen act: 0.5

What do the screens show for `Cc1c(NS(=O)(=O)c2ccc(C(=O)NCc3ccc(F)cc3)cc2)c(=O)n(-c2ccccc2)n1C`?
NPR2 activator: 2; HGIII-sPLA2 inh: -19; DAX1 inh-1: -0.8; NPR1 activator: -1; GAA850 FXN act: -1.2; hcDAF-12 act: -0.3; DAX1 inh-2: 0.4; ssDAF12 agonist: -0.9; hgDAF-12 ag: 2.1; SMARCA2 act: -1; KLK7 zymogen act: 0.3

How did CCOc1ccc(/C=N/NC(=S)NC2CC3CCC2C3)cc1 (configuration not stated) do in these assays?
NPR2 activator: -3; HGIII-sPLA2 inh: -4; DAX1 inh-1: -0.8; NPR1 activator: -1; GAA850 FXN act: 0.9; hcDAF-12 act: 3.4; ssDAF12 agonist: -0.6; hgDAF-12 ag: 1.4; SMARCA2 act: 2; KLK7 zymogen act: 0.5

What do the screens show for `CCOC(=O)N1CCC(NC(=O)CN2C(=O)CSc3nc(C)cc(C)c32)CC1`?
NPR2 activator: -3; HGIII-sPLA2 inh: 4; DAX1 inh-1: 0.3; NPR1 activator: -5; GAA850 FXN act: -1.8; hcDAF-12 act: 0.7; DAX1 inh-2: 0.9; ssDAF12 agonist: -0.8; hgDAF-12 ag: 2.7; SMARCA2 act: 0; KLK7 zymogen act: -0.3

What do the screens show for `CCCCN(CC)Cc1c(O)ccc2c(-c3ccccc3)cc(=O)oc12`?
NPR2 activator: 0; HGIII-sPLA2 inh: 6; DAX1 inh-1: 0.4; NPR1 activator: -2; GAA850 FXN act: 0.6; hcDAF-12 act: -0.9; DAX1 inh-2: -1.6; ssDAF12 agonist: -1.7; hgDAF-12 ag: -1.9; SMARCA2 act: -4; KLK7 zymogen act: 7.4

Results for COc1ccc(C(C)C)cc1S(=O)(=O)NCc1ccccn1 ?
NPR2 activator: 1; HGIII-sPLA2 inh: 1; DAX1 inh-1: -0.3; NPR1 activator: 6; GAA850 FXN act: -1.7; hcDAF-12 act: -1.0; DAX1 inh-2: 1.5; ssDAF12 agonist: -1.4; hgDAF-12 ag: -1.0; SMARCA2 act: 3; KLK7 zymogen act: 0.6

How did COc1ccc(C(=O)c2cnc(C(C)C)n2C)cc1 do in these assays?
NPR2 activator: 4; HGIII-sPLA2 inh: -1; DAX1 inh-1: 0.7; NPR1 activator: -1; GAA850 FXN act: 0.7; hcDAF-12 act: -1.5; DAX1 inh-2: 0.8; ssDAF12 agonist: -1.5; hgDAF-12 ag: -0.5; SMARCA2 act: 1; KLK7 zymogen act: -0.4

Results for Cc1nnc(SCC(=O)Nc2ccccc2F)n1-c1ccc(F)cc1 ?
NPR2 activator: -2; HGIII-sPLA2 inh: 0; DAX1 inh-1: -0.3; NPR1 activator: 3; GAA850 FXN act: -2.3; hcDAF-12 act: -1.4; DAX1 inh-2: 2.2; ssDAF12 agonist: -1.4; hgDAF-12 ag: -1.8; SMARCA2 act: -2; KLK7 zymogen act: -0.2
